Assay outcomes deposited in PubChem BioAssay by National Center for Advancing Translational Sciences (NCATS).
S2 tox = Viability Counterscreen for Primary qHTS for Inhibitors of ATXN expression. S2 cells (HEK-293 line with an ATXN2-luciferase reporter) viability, CellTiter-Fluor protease fluorescence, 24 h. Potency, µM (titrated, usually from 56.7 µM), hits mostly cytotoxic. 400,000 compounds, 0.49% hits; note: potency is the fitted concentration of half-maximal effect; nearly all actives have a fitted effect of over 40% in size
A549 tox = Nrf2 qHTS screen for inhibitors: counterscreen for cytotoxicity; A549 ARE-Fluc cells, CellTiter-Fluor viability, 18-24 h; Potency, µM (doses to about 46 µM), for the others: top-dose activity change, negative = cytotoxicity, actives largely listed as inhibitors; 390,000 compounds, 0.16% hits; note: potency is the fitted concentration of half-maximal effect; % is set by controls: 0 for no effect and ±100 for the full control effect
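A549 ARE_Fluc cells in 5% FBS OPTI-MEM were exposed to compounds in concentration-response for 18-24 h at 37 deg C. Viability was read by CellTiter-Fluor fluorescence (Ex 405/Em 525) after 30 min, before the luciferase read.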
Mm-Cpn inhibitor = Inhibitors of TCP-1 ring complex (TRiC) of Methanococcus maripaludis (MmCpn): qHTS. Chaperonin Mm-Cpn (Methanococcus maripaludis). 330,000 compounds, 0.031% hits. purified Mm-Cpn ATPase, ADP Transcreener TR-FRET. Potency, µM (doses to about 76.9 µM), without a hit: at the top dose activity, negative = inhibition, most hits filed as inhibitors; note: potency is the fitted concentration of half-maximal effect; % is set by controls: 0 for no effect and ±100 for the full control effect; nearly all actives have a fitted effect of over 80% in size
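Reaction buffer contained 30 mM Tris pH 7.4, 100 mM KCl, 5 mM MgCl2 and 1 mM DTT. Mm-CPN (25 nM final) hydrolysed 10 uM ATP over 30 min at 37°C; ADP was read by HTRF.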
Nrf2 ARE act = qHTS of Nrf2 Activators. AREc32 ARE-luciferase reporter (MCF7-derived line), luminescence, 24 h. Potency, µM (doses to about 46.1 µM), without a hit: at the top dose activation, actives largely listed as activators. 410,000 compounds, 0.31% hits. AID 624171, 2012; note: potency is the fitted concentration of half-maximal effect; % of control where 0% means no effect; nearly all actives have a fitted effect of over 65% in size
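Quantitative high-throughput format: AREc32 reporter cells, 1000 per well, received compound by pin transfer and were incubated 24 hr at 37 deg C, 5% CO2, before Steady-Glo luminescence detection.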
Nrf2 inh = Nrf2 qHTS screen for inhibitors; A549 ARE-Fluc reporter, luciferase luminescence, 18-24 h; Potency, µM (series often up to 46 µM), for the others: at the top dose activity change, negative = inhibition, usual class: inhibitors; 360,000 compounds, 2.1% hits; AID 504444, 2011; note: potency is the fitted concentration of half-maximal effect; % is set by controls: 0 for no effect and ±100 for the full control effect; nearly all actives have a fitted effect of over 60% in size
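Quantitative HTS in A549 cells stably bearing an antioxidant response element-firefly luciferase construct. Inhibition of Nrf2-driven transcription was scored by luminescence after 18-24 h of compound exposure at 37 °C.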
TGFb SMAD3 inh = qHTS for Inhibitors of TGF-b; HepG2 CAGA-GFP TGF-b/SMAD3 reporter, GFP fluorescence, 18 h; TGF-beta stimulated, 500 pg/mL final; Potency, µM (top dose mostly 46.1 µM), for inactives: at the top dose activity, negative = inhibition, actives largely listed as inhibitors; 410,000 compounds, 1.2% hits; AID 588855, 2011; note: potency is the fitted concentration of half-maximal effect; % is set by controls: 0 for no effect and ±100 for the full control effect; nearly all actives have a fitted effect of over 65% in size
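Smad-responsive CAGA-GFP expression was quantified in HEPG2 cells exposed to compounds and 500 pg/mL final TGF-beta for 18 h at 37 degrees C; unstimulated wells defined full inhibition.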
pAkt inh = HTS Assay for Inhibitors of Akt Phophorylation: Primary Screen; 360,000 compounds, 0.32% hits; Neuro2A IGF-stimulated pAkt S473 HTRF, 20 min; hits give low values; activity change, % for hits at 50 µM; in the data active = activity change below about -80%; inconclusive = mostly about -51% to -80%; note: % is set by controls: 0 for no effect and ±100 for the full control effect
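Single-point screen (50 µM final compound) in Neuro2A cells stimulated 20 min with 6 nM IGF at 37 deg C. After lysis, Ser473-phosphorylated Akt read by HTRF (ex 330 nm, em 615/665 nm) as the 665/615 ratio.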
HepG2 tox = qHTS for Inhibitors of TGF-b: Cytotox Counterscreen; 410,000 compounds, 0.76% hits; AID 588856, 2011; HepG2 CAGA-GFP viability, ATP luminescence, 18 h; Potency, µM (series often up to 46.1 µM), inactives show top-dose activity change, negative = cytotoxicity, actives largely listed as cytotoxic; note: potency is the fitted concentration of half-maximal effect; some results filed as inactive show a strong effect at the top dose
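CellTiter-Glo luminescence gave cytotoxicity after 18 hours at 37 degrees C. The cells were HepG2 CAGA-GFP in 1% FBS DMEM, stimulated with 500 pg/mL TGF-beta after compound addition. %Activity was normalised to no-cell wells (complete cell-killing) and DMSO (no toxicity), and curves were fitted and classified.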
CCT chaperon mod = High-Throughput Screening for Modulators of Cytosolic Chaperonin Activity. 360,000 compounds, 0.3% hits. purified chaperonin ATPase assay, HTRF ADP detection, 30 min. activity change, % (no concentration beside the values), hits read low. AID 651819, 2012; in the data active = activity change below about -30%; note: % is set by controls: 0 for no effect and ±100 for the full control effect
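TRiC at 40 or 20 nM final (batch-dependent) in 30 mM Tris pH 7.4, 100 mM KCl, 5 mM MgCl2, 1 mM DTT, with compound at single 76 uM and 10 uM ATP, 30 min at 37 deg C. ADP detected by HTRF Transcreener, 665/615 ratio.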
* = called active by the depositor; i = inactive; ? = inconclusive; . = no result given; & = joins results of further samples; [ ] = remark or other dose. Unless noted, calls come from the whole dose curve; as a rule, active = well fitted curve in the direction sought with a large enough effect; inconclusive = small, poorly fitted or top-dose-only effect, or another doubt; inactive = no such curve, though single readings can be large; an effect the other way counts as inactive or inconclusive.

SMILES | S2 tox | A549 tox | Mm-Cpn inhibitor | Nrf2 ARE act | Nrf2 inh | TGFb SMAD3 inh | pAkt inh | HepG2 tox | CCT chaperon mod
COC(=O)c1ccc(NC(=O)COc2ccc([N+](=O)[O-])cc2)cc1 | i | 1% | 1% | 0.3% | 5% | 2% | i | 7% | -1.2
COC(=O)c1ccc(NC(=O)COC(=O)C2=NN(c3ccccc3)C(=O)CC2)cc1 | i | 0% | -1% | 0.1% | 9% | 1% | i | -2% | 0.7
Cc1nnc(NC(=O)c2sc3nc(-c4cccs4)cc(C(F)(F)F)c3c2N)s1 | ? | -22% | -2% | 3.2% | ? | 63%[activator] | i | -19% | -1.1
O=c1c2ccccc2ncn1Cc1ccc(Cl)c(Cl)c1 | ? | -3% | 5% | -1.1% | -22% | -12% | i | -6% | -0.9
COc1cccc(NC(=O)C2CCCN(S(C)(=O)=O)C2)c1 (configuration not stated) | i | 3% | 1% | 0.0% | 6% | 11% | i | 1% | -0.7
CCCCN(C(=O)Cn1nnc2ccccc21)C(C(=O)NCCOC)c1cccs1 (configuration not stated) | i | -3% | -1% | 0.2% | 10% | -2% | i | 7% | -1.2
CN(CC(=O)Nc1ccc(F)c(F)c1F)C(=O)C1CC(=O)N(c2ccc3c(c2)OCCO3)C1 (configuration not stated) | i | -7% | 0% | -0.7% | -15% | ? | i | -40% | 0.1
CSc1nnc([C@H](Cc2c[nH]c3ccccc23)NC(=O)OC(C)(C)C)o1 | i | -12% | -2% | 4.6% | 10% | -20% | i | 7% | 3.0
CCOCCCNCC(=O)Nc1ccc(S(=O)(=O)NC(C)CC)cc1 (configuration not stated) | i | 2% | -4% | 0.0% | 3% | 19% | i | -19% | -1.0
CC(C)OCCCn1c(SCc2ccccc2Cl)nc2c(sc3ccccc32)c1=O | i | 9% | . | 0.2% | . | -8% | . | -3% | .
Cc1ccc(C2CC2c2n[nH]c(=S)n2-c2ccc(Cl)cc2)cc1 (configuration not stated) | i | -1% | -2% | 0.3% | . | ? | . | -27% | 0.1
O=c1cc(N2CCC3(CC2)OCCO3)[nH]c(=O)n1C1CCCCC1 | i | -9% | 3% | 2.7% | 26% | -14% | i | -41% | -1.3
CCn1cc(S(=O)(=O)N2CCCC2)cn1 | i | 1% | 0% | -0.1% | 0% | -13% | i | 2% | -1.5
O=C(CCC(=O)N1CCN(S(=O)(=O)c2ccc(Cl)cc2)CC1)Nc1ccc2ccccc2c1 | i | -10% | -1% | 1.5% | ? | ? | i | 5% | 1.7
CCOCCCNC(=O)C(NC(=O)c1cnccn1)c1ccc(C)cc1 (configuration not stated) | i | 4% | -2% | 0.0% | 4% | -7% | i | -2% | 1.2
CCOC(=O)/C(=N\Nc1ccc(OC)cc1)c1csc(Nc2ccccc2)n1 | ? | ? | 2% | 3.8% | -27% | ? | i | -54% | -1.8
O=C(O)c1[nH]c2ccccc2c1CC(=O)N1CCN(c2ccccc2)CC1 | i | 1% | 1% | 3.2% | 6% | 6% | i | 7% | -0.7
COc1ccc(CNC(=O)C2CCN(S(=O)(=O)c3ccc4c(ccn4C)c3)CC2)cc1 | i | 3% | . | 0.5% | 10% | -5% | . | 0% | .
Cc1csc2ncc(C(=O)Nc3ccccc3Cl)c(=O)n12 | i | -4% | 3% | 9.3% | ? | -6% | i | -42% | 0.3
COCCCNC(=O)c1ccc(NC(=O)N2CCCCc3ccccc32)cc1 | i | 8% | . | -0.6% | . | -1% | . | -8% | .
CCCNC(=O)NNC(=O)c1cc(-c2ccc3c(c2)OCO3)nc2ccccc12 | i | 2% | 0% | 3.3% | 24% | -2% | i | -4% | -0.8
O=C(Nc1ccc(Cl)cc1Cl)c1ccc2c(=O)n3c(nc2c1)CCC3 | i | 4% | -5% | 7.4% | ? | 0% | i | -15% | -1.3
COc1ccccc1CNC(=O)C1Cc2cc(S(=O)(=O)N3CCCC3)ccc2N1C(C)=O (configuration not stated) | i | 11% | 0% | -0.5% | ? | 11% | i | 1% | 1.9
O=C(Nc1ccc(Br)cc1)c1csc(-c2ccncc2)n1 | ? | -9% | ? | 7.4% | -9% | ? | i | -28% | 0.7
CN1C(=O)c2cccc(NC(=O)Cc3ccccc3)c2C1=O | i | 8% | 0% | 0.4% | 0% | -2% | i | -12% | 1.8
Cc1cc(SCC(=O)NC2CC2)nc2ccccc12 | i | -5% | 2% | 3.8% | -6% | -3% | i | -1% | -1.8
CCN(c1ccccc1)S(=O)(=O)c1cc(C(=O)NCC(c2ccco2)N2CCCCC2)ccc1C (configuration not stated) | i | ? | -4% | 12% | -48% | -26% | i | -25% | -3.4
CCc1c(C)nc2ncnn2c1Nc1ccc(C)c(C)c1 | i | -4% | 0% | -0.7% | -29% | 13% | i | -9% | -1.7
CCN(CC(=O)Nc1ccc(OC)cc1)CC(=O)Nc1sc2c(c1C(=O)OC)CCCC2 | ? | -7% | -1% | 3.0% | ? | ? | i | -23% | 0.2
Cc1nc(Oc2ccccc2)c2oc3ccccc3c2n1 | i | -2% | 1% | 12% | 2% | 2% | i | -2% | -1.6
CCC(CC)C(=O)c1c[nH]c(C(=O)NCCc2ccccn2)c1 | i | 2% | 2% | 15% | -4% | 6% | i | 1% | 1.9
CCn1c(N2CCN(C(=O)C34CC5CC(CC(C5)C3)C4)CC2)nc2ccccc21 | i | ? | 1% | 1.5% | -12% | ? | i | -26% | 2.0
O=C1COc2cc(S(=O)(=O)CCC(=O)NC3CCCCC3)c(Cl)cc2N1 | i | 13% | . | -0.6% | -26% | 16% | . | -23% | .
CSc1ccc(CCNC(=O)CN2C(=O)COc3ccc(S(=O)(=O)N4CCCC4)cc32)cc1 | i | ? | . | 3.1% | -84% | ? | . | -3% | .
O=C(COc1coc(CN2CCc3ccccc32)cc1=O)Nc1ccccc1 | i | 6% | 3% | 0.1% | 0% | -3% | i | 3% | 2.8
Cc1ccc(Cn2cc(SCC(=O)Nc3nccs3)c3ccccc32)cc1 | i | 22% | -12% | 1.6% | 14% | -8% | i | -42% | -2.8
O=C(N/N=C/c1c(Cl)cccc1Cl)c1ccc(-n2cnnn2)cc1 | i | -3% | 3% | 2.3% | -3% | -5% | i | -1% | -0.2
O=C1NC[C@@H](CCCCN2C[C@H](Cc3ccccc3)N(CCC3CCCCC3)C(=O)C2=O)N(CCc2ccc(O)cc2)C1=O | i | . | . | -0.8% | . | . | i | . | -1.6
Cc1ccc(CN2CC(C(=O)NCC(=O)Nc3c(C)cccc3C)CC2=O)cc1 (configuration not stated) | i | 8% | 2% | 0.0% | 10% | 4% | i | -2% | -1.6
Cc1ccc(C(=O)NC(C)c2ccc(F)cc2)cc1 (configuration not stated) | ? | 0% | 4% | -0.1% | -14% | -16% | i | -2% | -1.3
Fc1cnc(N/N=C/c2ccc(-c3ccc(Br)cc3)o2)nc1N1CCOCC1 | i | 0% | -4% | 0.5% | 1% | -9% | i | -15% | 0.4
O=C(CNS(=O)(=O)Cc1ccccc1)NCc1ccccc1 | i | -2% | 0% | -0.1% | 2% | -1% | i | 7% | -0.5
CCN(CCCn1c(=S)[nH]c2ncccc2c1=O)c1ccccc1 | i | -7% | -3% | -0.1% | 14% | -14% | i | -44% | -5.0
O=C(Nc1cccc(C(F)(F)F)c1)c1cccnc1N1CCOCC1 | i | 6% | 2% | -0.7% | 5% | -3% | i | 12% | 2.4
COC(C[C@@H]1O[C@H]1C(=O)COCc1ccccc1)OC | i | -1% | . | 3.8% | -13% | 0% | i | -40% | -2.5

Rewritten with values under each structure: part of the list above
Value order – S2 tox	A549 tox	Mm-Cpn inhibitor	Nrf2 ARE act	Nrf2 inh	TGFb SMAD3 inh	pAkt inh	HepG2 tox	CCT chaperon mod
- Cc1ccc(C2CC2c2n[nH]c(=S)n2-c2ccc(Cl)cc2)cc1 (configuration not stated)
    i	-1%	-2%	0.3%	.	?	.	-27%	0.1
- CCCNC(=O)NNC(=O)c1cc(-c2ccc3c(c2)OCO3)nc2ccccc12
    i	2%	0%	3.3%	24%	-2%	i	-4%	-0.8
- COC(=O)c1ccc(NC(=O)COc2ccc([N+](=O)[O-])cc2)cc1
    i	1%	1%	0.3%	5%	2%	i	7%	-1.2
- O=C(N/N=C/c1c(Cl)cccc1Cl)c1ccc(-n2cnnn2)cc1
    i	-3%	3%	2.3%	-3%	-5%	i	-1%	-0.2
- CCc1c(C)nc2ncnn2c1Nc1ccc(C)c(C)c1
    i	-4%	0%	-0.7%	-29%	13%	i	-9%	-1.7

Next section:
SMILES | S2 tox | A549 tox | Mm-Cpn inhibitor | Nrf2 ARE act | Nrf2 inh | TGFb SMAD3 inh | pAkt inh | HepG2 tox | CCT chaperon mod
O=C(/C=C/Nc1ccc(Nc2ccccc2)cc1)c1cccs1 | i | -3% | 1% | 3.3% | ? | -5% | i | -8% | -6.8
CN(CC(=O)Nc1cccc(C#N)c1)S(=O)(=O)c1cc2c(cc1Cl)NC(=O)CO2 | i | 2% | . | 2.5% | . | 0% | . | -11% | .
COC(=O)C1=C(C)N(CC2CC2)C(=NCc2cccc(C(F)(F)F)c2)N[C@H]1c1ccccc1 | ? | -8% | -3%&1% | -4.8% | ? | -13% | i | -51% | -1.6
CCN(CC)CCCNC(=O)CCCn1ncn2c(cc3occc32)c1=O | . | 0% | . | -0.9% | 6% | . | . | 0% | .
CCOc1ccc(S(=O)(=O)N2CCCC(C(=O)NCC3CCCO3)C2)cc1 (configuration not stated) | i | 0% | -4% | 0.1% | -12% | -3% | i | 9% | 0.6
